LYPLA2 inh – LYPLA2 inhibitors, primary screen, counter-screen for PME1 inhibitor project, biochemical, fluorescence polarization, FP-Rh probe ABPP; Acyl-protein thioesterase 2 (Homo sapiens), O95372; recombinant LYPLA2; inhibition, % at 5.9 µM; 320,000 tested, 0.38% active; AID 2177, 2009;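 active = inhibition above the screen-wide mean plus 3 SD, limit set per campaign, cut at about 26% in these data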;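 also: 0% = LYPLA2 with DMSO and 100% = wells lacking LYPLA2 enzyme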
Target sequence (O95372 whole entry, looked up): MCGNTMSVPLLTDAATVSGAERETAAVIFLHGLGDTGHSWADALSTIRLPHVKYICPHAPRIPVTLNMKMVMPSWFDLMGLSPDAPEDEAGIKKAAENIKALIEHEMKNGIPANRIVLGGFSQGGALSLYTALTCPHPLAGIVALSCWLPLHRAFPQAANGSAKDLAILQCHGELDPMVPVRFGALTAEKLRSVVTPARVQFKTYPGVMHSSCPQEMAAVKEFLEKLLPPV
PAFAH1B3 FP inh – PAFAH1B3 enzyme inhibitors, primary screen, biochemical, fluorescence polarization, human; recombinant PAFAH1B3, FP-rhodamine probe; inhibition, % at 3.39 µM; Platelet-activating factor acetylhydrolase IB subunit alpha1 (Homo sapiens), Q15102; AID 492972, 2010; 340,000 tested, 0.28% active;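 active = inhibition above the screen-wide average of all tested compounds plus 3 SD, cut at about 25% in these data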;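 also: 0% = enzyme with DMSO only and 100% = wells lacking PAFAH1B3 protein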
Target sequence (Q15102 whole entry, looked up): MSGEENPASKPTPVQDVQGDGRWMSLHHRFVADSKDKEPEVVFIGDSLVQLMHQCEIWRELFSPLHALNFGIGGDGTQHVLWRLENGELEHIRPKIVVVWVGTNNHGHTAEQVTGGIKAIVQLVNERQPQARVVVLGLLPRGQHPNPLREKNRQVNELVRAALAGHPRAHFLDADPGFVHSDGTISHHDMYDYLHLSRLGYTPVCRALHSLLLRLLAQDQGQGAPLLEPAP
pPAFAH FP inh – pPAFAH enzyme inhibitors, primary screen, biochemical, fluorescence polarization, human; Platelet-activating factor acetylhydrolase (Homo sapiens), Q13093; recombinant pPAFAH, FP-rhodamine probe fluorescence polarization; inhibition, % at 3.39 µM; 330,000 tested, 1.5% active; AID 463082, 2010;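 active = inhibition above the mean inhibition across the screen plus 3 SD, cut at about 25% in these data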;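 also: inhibitors block binding of the rhodamine activity-based probe so polarization drops; 0% = enzyme with DMSO and 100% = wells lacking pPAFAH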
PAFAH2 inh – PAFAH2 enzyme inhibitors, primary screen, biochemical, fluorescence polarization, human. Platelet-activating factor acetylhydrolase 2, cytoplasmic (Homo sapiens), Q99487. recombinant PAFAH2, FP-rhodamine activity probe. inhibition, % at 3.39 µM. 340,000 tested, 0.99% active. AID 492956, 2010;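 active = inhibition above the mean over all tested compounds plus 3 SD, cut at about 30% in these data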;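 also: inhibitors block probe labeling of enzyme so polarization drops; 0% = enzyme with DMSO and 100% = wells lacking PAFAH2 protein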
GSTO1 inh – inhibitors of recombinant GSTO1, primary screen, counter-screen for RBBP9 inhibitor project, biochemical, fluorescence polarization; Glutathione S-transferase omega-1 (Homo sapiens), P78417; activity-based probe fluorescence polarization; inhibition, % at 5.96 µM; 300,000 tested, 1.1% active;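 active = inhibition above the campaign mean inhibition plus 3 SD, cut at about 35% in these data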;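 also: 0% = GSTO1-1 with DMSO and 100% = wells lacking GSTO1-1 enzyme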
LYPLA1 counter – LYPLA1 inhibitors, primary screen, counter-screen for PME1 inhibitor project, biochemical, fluorescence polarization, FP-Rh probe ABPP; 320,000 tested, 0.16% active; recombinant LYPLA1; Acyl-protein thioesterase 1 (Homo sapiens), O75608; inhibition, % at 5.9 µM;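 active = inhibition above the mean of all tested compounds plus 3 SD, set per campaign, cut at about 14% in these data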;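 also: inhibitors block serine hydrolase probe labeling of LYPLA1 so polarization falls; 0% = enzyme with DMSO and 100% = wells lacking LYPLA1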
PAD4 inh – human PAD4 inhibitors, primary screen, biochemical, fluorescence polarization, 1536-well format; 330,000 tested, 0.41% active; inhibition, % at 6.36 µM; Protein-arginine deiminase type-4 (Homo sapiens), Q9UM07; recombinant PAD4, RCA probe fluorescence polarization;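 active = percent inhibition above a cutoff equal to the mean of all tested compounds plus 3 SD, cut at about 15% in these data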;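 also: 0% = PAD4 with RCA probe and DMSO and 100% = probe without PAD4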
PME-1 primary – PME-1 inhibitors via competitive probe labeling, primary screen, biochemical, fluorescence polarization, FP-Rh probe, HTS; 320,000 tested, 0.53% active; recombinant PME-1; AID 2130, 2009; inhibition, % at 5.9 µM;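 active = inhibition above the campaign mean of all compounds plus 3 SD, cut at about 26% in these data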;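 also: competitive labeling of PME-1 active site by serine hydrolase directed probe; 0% = PME-1 with DMSO and 100% = wells lacking PME-1 enzyme; inhibitors block probe labeling so polarization falls and inhibition rises; many of its hits are not listed in these tables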
Target sequence (Q9Y570 whole entry, looked up): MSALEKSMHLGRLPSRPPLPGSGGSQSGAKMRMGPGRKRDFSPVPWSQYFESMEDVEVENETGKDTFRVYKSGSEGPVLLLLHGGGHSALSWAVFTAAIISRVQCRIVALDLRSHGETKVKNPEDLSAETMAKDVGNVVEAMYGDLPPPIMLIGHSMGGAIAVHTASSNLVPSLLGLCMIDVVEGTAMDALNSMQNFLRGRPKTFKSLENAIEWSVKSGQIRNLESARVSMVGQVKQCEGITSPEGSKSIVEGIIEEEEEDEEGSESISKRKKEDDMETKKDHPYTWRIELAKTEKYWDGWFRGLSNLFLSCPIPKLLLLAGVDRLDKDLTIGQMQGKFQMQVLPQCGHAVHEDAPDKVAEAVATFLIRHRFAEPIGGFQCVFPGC
PAFAH1B2 FP inh – PAFAH1B2 enzyme inhibitors, primary screen, biochemical, fluorescence polarization, human; Platelet-activating factor acetylhydrolase IB subunit alpha2 (Homo sapiens), P68402; recombinant PAFAH1B2, FP-rhodamine activity probe; inhibition, % at 3.39 µM; 340,000 tested, 1.2% active; AID 492953, 2010;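 active = inhibition above the mean of all tested compounds plus 3 SD, cut at about 24% in these data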;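 also: 0% = enzyme with DMSO and 100% = wells lacking PAFAH1B2; many of its hits are not listed in these tables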
Target sequence (P68402 whole entry, looked up): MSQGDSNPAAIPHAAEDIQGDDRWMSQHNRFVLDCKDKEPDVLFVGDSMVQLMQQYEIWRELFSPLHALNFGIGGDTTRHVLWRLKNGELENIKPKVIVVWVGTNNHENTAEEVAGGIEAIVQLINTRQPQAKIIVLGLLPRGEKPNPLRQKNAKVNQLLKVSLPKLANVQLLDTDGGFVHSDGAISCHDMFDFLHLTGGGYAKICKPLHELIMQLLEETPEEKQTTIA
Active calls of the source: *; x = not tested or not shown. The list is partial, so the mix of outcomes need not match the whole.

SMILES	LYPLA2 inh	PAFAH1B3 FP inh	pPAFAH FP inh	PAFAH2 inh	GSTO1 inh	LYPLA1 counter	PAD4 inh	PME-1 primary	PAFAH1B2 FP inh
CCN(CC)CCCNC(=O)c1nn(-c2ccc(OC)cc2OC)c(=O)c2ccccc12	-2	4	0	-3	-1	-2	-1	1	3
OCC1CCCCN1C(=S)NCc1ccco1 (stereo not given)	0	3	0	7	4	5	-3	-6	10
COc1cc(C2C(C#N)=C(N)N(N(C)C)C3=C2C(=O)CC(C)(C)C3)ccc1O (stereo not given)	-1	-1	6	1	1	-4	-1	3	7
CCCc1c(C(=O)Nc2cc(C)on2)cnn1-c1ccccc1	2	11	3	5	7	2	6	-3	8
O=C(NCc1cccc(Cl)c1)C1CCCO1 (stereo not given)	8	4	1	-2	9	2	1	-1	2
O=C(NC(=S)Nc1ccc(Cl)cn1)C(c1ccccc1)c1ccccc1	-2	3	3	-28	0	-10	2	-7	-2
COc1cc(C2N(c3cc(C)on3)C(=O)C3CCCN32)cc(OC)c1OC (stereo not given)	-1	13	2	-5	2	-3	-2	-4	0
CC(=O)c1cc(F)ccc1OCC(=O)N1CCN(c2ccc(F)cc2)CC1	11	-3	2	3	-18	0	3	4	4
Cc1ccc(NC(=O)CSc2nnc(C3CCCCC3)n2N)cc1F	6	6	2	-6	1	-1	-2	1	5
O=C(CSCc1ccccc1Cl)Nc1ccc(C(=O)O)cc1	1	14	2	-3	4	3	1	-4	1
COC(=O)c1cc(N=Nc2c(C)[nH]c3ccccc23)cc(C(=O)OC)c1	0	-5	2	4	-8	-4	1	9	0
Cc1ccc(S(=O)(=O)Nc2ccccc2C(=O)N2CCOCC2)cc1	3	10	2	-9	-1	-1	-5	5	-6
Cc1cccc2cc(COC(=O)c3cccc([N+](=O)[O-])c3)c(=O)[nH]c12	0	x	-1	x	-4	0	-1	2	x
COc1cccc(NC(=O)C(OC(=O)c2ccc([N+](=O)[O-])o2)c2ccccc2)c1 (stereo not given)	6	6	0	-1	11	-3	-17	3	4
O=C1NC(=S)S/C1=C/c1ccc(Oc2cnccn2)cc1	-1	6	-9	3	12	-4	-8	-7	2
Cc1ccc(OCc2cn3cccnc3n2)cc1	2	4	-1	8	0	1	3	4	5
O=C(COC(=O)c1ccc([N+](=O)[O-])s1)NC(c1ccccc1)c1ccccc1	1	42*	13	16	37*	1	-11	10	8
Cc1ccc(S(=O)(=O)N2CCN(C(=O)C3CCCO3)CC2)cc1 (stereo not given)	3	5	0	-3	-1	-3	-1	-4	2
Cc1csc(N2CCCC2c2nc3cc(Cl)c(N4CCCCC4)cc3n2CCOCCO)n1 (stereo not given)	2	-2	11	8	0	-2	1	0	-3
CN=C(Nc1ccc(C(=O)OC)cc1)SC1CC(=O)N(c2ccccc2F)C1=O (stereo not given)	-1	-2	5	-9	-3	-3	-5	-7	-2
O=C(/C=C/c1ccccc1)N1CCC[C@H]1CO	0	4	3	3	1	-2	-5	3	7
O=C(O)CCCCCN1C(=O)C(O)=C(C(=O)/C=C/c2ccccc2)C1c1cccc([N+](=O)[O-])c1 (stereo not given)	-13	7	2	-1	-1	-2	-6	-5	-2
CCc1nc2ccc(C(=O)NCc3ccccc3)cc2nc1CC	4	-1	6	4	9	2	-2	2	5
COC(=O)c1ccccc1NC(=O)CSc1nccn1C	7	7	2	0	2	-3	0	1	1
Cc1cccc(OCC(=O)Nc2nc3ccc([N+](=O)[O-])cc3s2)c1C	-7	0	-9	-3	-6	-4	-6	-2	-3
Cc1noc(C)c1C(=O)OCC(=O)Nc1ccc(C(N)=O)cc1	-2	5	-6	-7	-4	1	-6	2	4
CCOC(=O)c1c(C)[nH]c(C(=O)OCC(=O)NC(C)(C)C)c1C	-2	-1	3	19	-14	0	-2	-4	2
CC(C)c1nc(SCC(=O)c2ccc(F)cc2)c2ccccc2n1	-2	6	5	0	-5	-5	0	0	1
COc1ccccc1NC(C#N)c1ccccc1OCc1ccccc1 (stereo not given)	3	7	1	1	-1	3	4	4	2
COc1ccc(CC(=O)NCC2CCCN(Cc3ccc(F)c(OC)c3)C2)cc1 (stereo not given)	-4	-3	2	2	-1	-4	-2	-1	-1
O=S(=O)(Nc1ccccc1N1CCOCC1)c1ccc(Cl)s1	6	1	3	5	3	-1	3	5	10
CCCC(=O)Nc1c2c(nn1-c1ccc(C)cc1C)CSC2	-6	2	-8	1	8	-4	-4	-7	3
COc1cccc(N2CCN(C(=O)c3cc4c(=O)n(Cc5ccccc5)ccc4nc3C)CC2)c1	1	0	-5	0	-12	-1	-14	0	4
O=S(=O)(c1ccc(F)cc1)n1ccc(-c2cnc(-c3ccccc3)s2)n1	-23	-9	-8	-19	-8	-16	-5	-17	8
Cc1cccc(NC(=O)c2ccc(NC(=O)CC3SC(N4CCCC4)=NC3=O)cc2)n1 (stereo not given)	5	2	0	4	1	-1	2	2	0
CN1CCN(CC(=O)N2c3ccc(S(=O)(=O)NCCNC(=O)OC(C)(C)C)cc3C(=O)Nc3cccnc32)CC1	5	-2	2	-1	3	-2	-1	1	3
CN(CCc1ccccc1)C(=O)c1cc(COc2ccc(F)cc2Cl)on1	0	2	1	-2	7	-1	0	6	2
COC(=O)CSc1nc2ccc(NC(=O)CSc3nnnn3Cc3ccccc3)cc2s1	-5	1	9	-15	-4	-12	-5	-10	6
Cn1nnc2cc(NC(=O)N3CC4(C)CC3CC(C)(C)C4)ccc21 (stereo not given)	-2	3	5	-2	5	1	2	-2	9
O=C(Nc1ccccc1N1CCCC1)C1CCN(C(=O)c2ccc(F)cc2)CC1	0	-6	-1	3	-1	-1	-1	3	1
CCOC(=O)[C@H]1[C@H]2COc3ccc(Cl)cc3[C@@H]2N2C(=O)CNC(=O)[C@@]12C	6	4	3	3	x	-2	-2	-4	2
c1ccc(CN2CCN(c3nc(-c4ccccn4)nc4ccccc34)CC2)cc1	0	5	0	3	5	4	4	-5	5
CC(=O)Nc1cccc(NC(=O)CSc2nccn2Cc2ccc(F)cc2)c1	-3	-5	2	-2	3	-2	-5	9	0
Cc1ccc(S(=O)(=O)Nc2cccc(-c3cn4ccsc4n3)c2)cc1	-3	2	0	-9	-6	-8	-2	2	6
COC(=O)c1cc(NC(=O)c2nccnc2C(=O)O)cc(C(=O)OC)c1	-3	-4	-1	0	5	3	-2	1	-8
COc1ccc(/C=c2/sc3n(c2=O)NC2(c4ccccc4)N(C)C(=O)N(C)C2(c2ccccc2)N=3)cc1 (stereo not given)	1	0	4	1	4	4	-1	5	7
Cc1cccc(N(CC(=O)NC2CCCC2)C(=O)CNC(=O)c2ccco2)c1C	2	-3	4	-8	-4	0	3	-3	-2
O=C(Cn1ncc2c1-c1ccccc1OC2)N(Cc1ccco1)C1CCCCC1	2	5	-6	-2	-6	-1	-2	-5	10
COc1ccccc1OCC(=O)N1CCN(c2ccccc2OC)CC1	-3	1	-5	3	5	-2	2	3	-2
C/C(=N\Nc1cccc(Cl)c1)C1(C)N(O)C(C)(C)C(c2ccco2)=[N+]1[O-] (stereo not given)	-3	2	22	5	-6	0	-1	8	13
CSc1ccc(/C=C(\NC(=O)c2ccc(C)cc2)C(=O)Nc2cccc(C)c2)cc1	-5	6	-2	-6	-3	-3	-1	-1	2
O=C(N=C1SC2CS(=O)(=O)CC2N1Cc1ccccc1Cl)C1CCCO1 (stereo not given)	8	4	3	7	-3	5	0	0	-6
COc1cc(/C=C2/NC(=O)N(CC(=O)Nc3cccc(C)c3)C2=O)ccc1OCC(N)=O	-3	2	1	-9	-5	-5	0	-11	-2
Cc1ccc(C(=O)CCS(=O)(=O)c2ccc(F)cc2)cc1	-2	14	-5	-5	-3	-1	11	-6	5
CCN(C(=O)C(C)OC(=O)CCCNC(=O)c1ccc(Cl)cc1)c1ccccc1 (stereo not given)	4	0	0	-6	3	-1	-3	-1	2
CCC(C)COC(=O)c1ccc(C(=O)O)cc1 (stereo not given)	-5	11	-2	9	1	-2	-1	-1	7
O=[N+]([O-])c1cccc(Nc2c3ccccc3nc3ccccc23)c1	0	9	0	-6	4	1	-4	-3	2
O=C(Nc1ccc(Cl)cc1)Nc1ccon1	-4	16	-6	8	-4	-5	-1	-6	3
Cc1cc(F)ccc1S(=O)(=O)N1CCCCC1CCNC(=O)C(=O)NCCN1CCOCC1 (stereo not given)	5	-1	4	-4	-4	1	1	-5	5
Cc1cc(NC(=O)Nc2cc(Cl)ccc2C)no1	10	3	0	-6	2	1	-2	-1	6
(next part)
SMILES	LYPLA2 inh	PAFAH1B3 FP inh	pPAFAH FP inh	PAFAH2 inh	GSTO1 inh	LYPLA1 counter	PAD4 inh	PME-1 primary	PAFAH1B2 FP inh
CC1N(C)c2cccc3cccc(c23)N1C	2	-2	2	-7	35	2	-3	-7	-5
O=C(NC(=S)NCCN1CCOCC1)c1ccccc1	-1	-3	1	-5	1	-1	-4	1	1
COc1ccc(C(=O)N2CCN(CC(=O)N3CCOCC3)CC2)cc1	4	2	4	-1	6	0	1	3	3
CCCCn1c(N)c(N(CCOC)C(=O)c2ccc(C)c(S(=O)(=O)N3CCCCC3)c2)c(=O)[nH]c1=O	5	1	2	-5	13	2	3	-4	0
O=C1CN(C(=O)c2ccc(Br)o2)C(c2ccccc2)c2cc(Br)ccc2N1 (stereo not given)	5	-2	-5	5	-3	-1	-3	9	6
Cc1c(Cl)c(C(=O)NNC(=S)NCc2ccco2)nn1C	-1	8	3	1	3	-5	-2	-1	-2
Cc1c(Cl)cnn1CC(=O)NC1C(=O)N2C(C(=O)O)=C(CSc3nnnn3C)CSC12 (stereo not given)	-1	6	1	20	-5	-1	0	4	5
C/C(=N\NC(=O)c1cc(C(C)C)[nH]n1)c1ccncc1	3	4	-1	-4	0	3	2	1	3
O=C(COC(=O)CNC(=O)c1ccccc1Cl)NC1CC1	x	14	0	12	x	x	-6	x	10
Cc1c(-n2cc(C(=O)c3cc(Br)ccc3O)cc(C#N)c2=O)c(=O)n(-c2ccccc2)n1C	-9	-11	5	1	0	-2	-4	-2	-9
COc1ccc(C2C3=C(CC(C)(C)CC3=O)OC(N)=C2[N+](=O)[O-])cc1 (stereo not given)	7	3	2	3	4	-1	-3	3	-2
COc1ccc(N(CC(=O)NCCC2=CCCCC2)S(=O)(=O)c2ccccc2F)cc1	-5	1	1	-5	-5	-1	1	1	3
CCC(C)C(=O)Nc1nc(C)c(-c2csc(Nc3ccc(Cl)cc3)n2)s1 (stereo not given)	-23	4	8	-14	-13	-14	-30	8	-6
CCOC(=O)CN1C(=O)CN(c2ccc(C)c(C)c2)C1=O	8	4	3	12	6	2	-1	4	4
COc1ccccc1-c1csc(NC(=O)c2ccc(N3C(=O)CCC3=O)cc2)n1	-4	2	8	-2	-7	-6	-3	8	-5
